Compound activity (PubChem BioAssay)
Kir21 block: blocks the mouse Kir2.1 inward-rectifier potassium channel; B-score at 10 µM; P35561; HEK293-Kir2.1, FluxOR thallium flux fluorescence; hits give low values; 310,000 compounds, 0.85% hits;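 active means fluorescence ratio B-score at or below minus 3 SD of library scores, with starting-brightness B-score within 2 SD, cut at about -4.2 in these data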;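 further: channel flux triggered by added potassium and thallium sulfate stimulus; B-score of peak minus minimum fluorescence over baseline after thallium stimulus; more negative B-score means stronger Kir2.1 block with less thallium influx; some compounds called inactive have numbers as strong as hits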
Target sequence (P35561 whole entry, looked up): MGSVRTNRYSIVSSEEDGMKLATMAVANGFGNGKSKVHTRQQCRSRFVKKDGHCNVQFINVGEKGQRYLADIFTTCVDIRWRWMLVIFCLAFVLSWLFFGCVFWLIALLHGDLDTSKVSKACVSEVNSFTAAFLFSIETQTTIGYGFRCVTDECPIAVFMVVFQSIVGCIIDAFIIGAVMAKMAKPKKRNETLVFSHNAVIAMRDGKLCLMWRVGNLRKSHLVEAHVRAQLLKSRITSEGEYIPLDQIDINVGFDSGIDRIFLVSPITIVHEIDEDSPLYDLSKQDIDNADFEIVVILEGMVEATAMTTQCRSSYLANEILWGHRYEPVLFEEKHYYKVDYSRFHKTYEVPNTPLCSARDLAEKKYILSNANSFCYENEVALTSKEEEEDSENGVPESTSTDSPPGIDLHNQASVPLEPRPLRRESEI
CHT inh: human CHT choline transport inhibition; Q9GZV3; CHT-expressing cells, membrane potential dye, choline response; hits give low values; B-score at 10 µM; 310,000 compounds, 0.86% hits;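 active means B-score over 3 SD under the library average, and starting fluorescence ratio not unusually high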;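 further: choline stimulus applied at its EC90 after an EC20 pre-addition; B-score computed on integrated fluorescence ratio after choline addition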
Target sequence (Q9GZV3 whole entry, looked up): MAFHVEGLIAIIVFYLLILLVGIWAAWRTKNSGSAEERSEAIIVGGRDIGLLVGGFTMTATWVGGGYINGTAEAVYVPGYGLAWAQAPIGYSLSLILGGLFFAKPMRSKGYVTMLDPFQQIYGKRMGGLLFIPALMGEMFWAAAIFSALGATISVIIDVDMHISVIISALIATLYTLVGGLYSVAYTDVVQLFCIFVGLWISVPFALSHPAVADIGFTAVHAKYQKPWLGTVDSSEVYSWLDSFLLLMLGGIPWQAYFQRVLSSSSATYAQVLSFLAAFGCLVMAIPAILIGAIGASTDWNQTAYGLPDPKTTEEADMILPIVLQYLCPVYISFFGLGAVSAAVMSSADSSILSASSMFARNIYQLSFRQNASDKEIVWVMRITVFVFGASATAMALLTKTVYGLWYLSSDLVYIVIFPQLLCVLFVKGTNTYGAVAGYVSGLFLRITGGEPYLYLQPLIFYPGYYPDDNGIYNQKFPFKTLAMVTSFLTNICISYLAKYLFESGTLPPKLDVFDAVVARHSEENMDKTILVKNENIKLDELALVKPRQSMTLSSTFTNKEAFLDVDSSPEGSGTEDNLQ
* hit, by the source's call; i = inactive; x = not tested or not shown.

Kir21 block | CHT inh | SMILES
-2.7 | i | COc1ccc(Cc2nnc(NC(=O)Cn3cnc4c3c(=O)n(C)c(=O)n4C)s2)cc1OC
-0.35 | i | O=C(Cc1cccs1)NNC(=S)NCc1ccco1
2.3 | i | O=Cc1c(-c2ccccc2)cc2oc3ccccc3cc1-2
-0.24 | i | COc1cc2c(C(=O)NCc3ccccn3)cn(CC(C)C)c(=O)c2cc1OC
-2.8 | i | COc1ccc(NC(=O)CSc2nc(=O)n(CCN(C)C)c3c2CCCC3)cc1
0.82 | i | N#Cc1cn(CC(=O)NCCc2c[nH]c3ccccc23)c2ccccc12
0.83 | i | O=C(O/N=C/C1=C(Cl)c2ccccc2CC1)c1ccc(F)cc1
1 | i | Clc1ccccc1-c1nc(N/N=C/c2cccnc2)c2ccccc2n1
-0.09 | i | COc1cc(C)nc(Oc2ccc(OCCOc3ccc(C)cc3)nn2)n1
-2 | i | O=C(NCc1cccnc1)c1cc(Sc2cccc(Cl)c2)nc2ccccc12
-0.74 | i | O=C(OC(c1ccc(NS(=O)(=O)c2ccccc2)cc1)(C(F)(F)F)C(F)(F)F)c1ccccc1
-0.01 | i | CC(C)(C)c1cc(S(=O)(=O)CCc2ccncc2)cc(C(C)(C)C)c1F
-0.09 | i | Cn1c(CN2CCCCC2)nc2cc(NS(=O)(=O)c3ccc(F)cc3)ccc21
0.92 | i | Cc1ccccc1C(=O)NC1CCCCCCC1
0 | i | CC(C)CC(=O)N1CCN(Cc2ccc3c(c2)OCO3)CC1
-1.6 | i | Cc1cccc(C2(c3cccc(C)c3)CC2C(=O)Nc2ccc([N+](=O)[O-])cc2O)c1 (stereo not given)
0.78 | i | CC1S/C(=N\N=C\c2cccc([N+](=O)[O-])c2)N(C(C)(C)C)C1=O (stereo not given)
-0.2 | i | COc1cc(NC(=O)Cc2cccs2)ccc1-n1cnnn1
-0.24 | i | Cc1ccc(/C=N/N=C2/NC(=O)CS2)o1
0.23 | i | CC(OC(=O)c1ccc(Cl)c(S(=O)(=O)Nc2ccc(F)cc2)c1)C(=O)NC(N)=O (stereo not given)
2.5 | i | CCCCCCSc1cccc(-c2nc3ccc(C)cn3c2NC2CCCCC2)c1
0.32 | i | COc1ccc(C2CC(C(F)(F)F)n3nc(C(=O)O)c(Cl)c3N2)cc1OC (stereo not given)
-0.67 | i | CCOC(=O)c1sc(N)c(C#N)c1CSc1nc2ccc(OCC)cc2[nH]1
-1.3 | i | Cc1ccc(/C=N/n2c(-c3cccnc3)n[nH]c2=S)o1
-0.92 | i | O=C(CCCCCCCCN1C(=O)c2ccccc2C1=O)N1CCOCC1
-0.57 | i | CC12CN3CC(C)(CN(C1)C3c1ccc(Cl)cc1Cl)C2O (stereo not given)
0.1 | i | O=C(Nc1cccc(F)c1)c1ccc2c(c1)OCCO2
1.1 | i | COc1cccc(OCC(O)CNC(=O)c2oc3c(C)c(C)ccc3c2C)c1 (stereo not given)
-1.3 | i | CC(/C=C/c1ccccc1)=N\NC(=O)c1ccncc1
0.16 | i | CC(=O)Nc1ccc(-c2cn3cc(C)ccc3n2)cc1
-0.43 | i | CCOc1ccc(CCNC(=O)COC(=O)/C=C/c2ccc(OCC#N)c(OC)c2)cc1OCC
0.77 | i | O=C(CC12CC3CC(CC(C3)C1)C2)Nc1nncs1
-0.45 | i | C=CCN1C(=O)[C@@H]2Cc3c([nH]c4ccccc34)C(c3cc(OC)c(OC)c(OC)c3)N2C1=S (stereo not given in full)
-0.35 | -12* | O=C(Nc1ccc(S(=O)(=O)Nc2ccccn2)cc1)c1ccc(Cl)cc1Cl
0.01 | i | CN1C(=O)C(O)(CC(=O)c2ccccc2O)c2cc(Br)ccc21 (stereo not given)
x | i | COc1cccc(C2/C(=C(\O)c3ccc4c(c3)OCCO4)C(=O)C(=O)N2CCN(C)C)c1 (stereo not given)
0.64 | i | CCOC(=O)c1c(-c2ccccc2)csc1NC(=O)c1cc(S(=O)(=O)N2CCOCC2)ccc1C
-0.25 | i | Cn1c2c(c(=O)n(C)c1=O)C1c3ccccc3OCC1C(C)(C)O2 (stereo not given)
0.85 | i | COCCN(C(=O)CCC(=O)Nc1cc(C)on1)C(C(=O)NC(C)(C)C)c1ccc(OC)cc1 (stereo not given)
0.02 | i | Cc1nc2ccccc2c(=O)[nH]1

Seven entries from above, set out differently:
| SMILES | Kir21 block | CHT inh |
| --- | --- | --- |
| Cc1nc2ccccc2c(=O)[nH]1 | 0.02 | i |
| CCOC(=O)c1c(-c2ccccc2)csc1NC(=O)c1cc(S(=O)(=O)N2CCOCC2)ccc1C | 0.64 | i |
| CN1C(=O)C(O)(CC(=O)c2ccccc2O)c2cc(Br)ccc21 (stereo not given) | 0.01 | i |
| COc1cccc(C2/C(=C(\O)c3ccc4c(c3)OCCO4)C(=O)C(=O)N2CCN(C)C)c1 (stereo not given) | x | i |
| O=C(Nc1ccc(S(=O)(=O)Nc2ccccn2)cc1)c1ccc(Cl)cc1Cl | -0.35 | -12* |
| COCCN(C(=O)CCC(=O)Nc1cc(C)on1)C(C(=O)NC(C)(C)C)c1ccc(OC)cc1 (stereo not given) | 0.85 | i |
| Cn1c2c(c(=O)n(C)c1=O)C1c3ccccc3OCC1C(C)(C)O2 (stereo not given) | -0.25 | i |

The listing continues:
Kir21 block | CHT inh | SMILES
-0.05 | x | COc1ccc(CC(=O)Nc2cccc(SC)c2)cc1OC
0.5 | i | COc1ccc(/C(C)=N/NC(=O)c2nnn(-c3nonc3N)c2-c2cccs2)cc1OC
-0.2 | i | Cc1onc(C(=O)Nc2sc3c(c2C#N)CCCC3)c1[N+](=O)[O-]
0.16 | i | CCCCC(=O)N1CCCC(c2nc(-c3cccc(OC)c3)no2)C1 (stereo not given)
-0.63 | i | NS(=O)(=O)c1ccc(NS(=O)(=O)c2ccc3c(c2)OCCO3)cc1
2.2 | i | COc1cc(NS(=O)(=O)c2ccc(NC(=O)C34CC5CC(CC(C5)C3)C4)cc2)ncn1
0.3 | i | CCOc1ccc(-n2c(SCC(=O)Nc3cc(C)on3)nc3c([nH]c4ccccc43)c2=O)cc1
-1 | i | COc1cccc(Nc2nc(C)nc3c2oc2ccccc23)c1
0.3 | i | COc1ccccc1Cn1[nH]nnc1=S
-0.01 | i | Cn1nccc1CNC(=O)c1ccnn1C
-0.03 | i | O=C1COc2ccc(C(=O)CSc3nc4ccccc4c(=O)n3-c3ccc(Cl)c(Cl)c3)cc2N1
0.83 | i | CNc1nc(-c2ccc(Cl)cc2)cs1
1 | i | COc1ccc(CNC(=O)C23CN(Cc4ccccc4)CC2C(c2ccc([N+](=O)[O-])cc2)=NO3)cc1 (stereo not given)
1.8 | i | Cc1cc(C(=O)NCc2ccc3c(c2)OCO3)n(-c2ccccc2)n1
0.29 | i | COCCNC(=O)CN1C(=O)CSc2cc(S(=O)(=O)N3CCCCCC3)ccc21
-1.1 | i | COc1ccc(CN(C(=O)c2ccc(C)cc2)c2cccc(N)c2)cc1

2 of these compounds in another layout.
Sequence of screens: Kir21 block, CHT inh
> COc1ccccc1Cn1[nH]nnc1=S
  0.3, i
> Cn1nccc1CNC(=O)c1ccnn1C
  -0.01, i

Next part:
Kir21 block | CHT inh | SMILES
1.6 | i | NC(=O)c1ccc(NC(=O)Cc2csc(-c3ccccc3)n2)cc1
-0.65 | i | COc1cccc(C(=O)OCC(=O)Nc2cc(C)c(C)cc2[N+](=O)[O-])c1
-0.06 | i | Cc1ncc([N+](=O)[O-])n1CC(=O)NC1CCCCCC1
-0.57 | i | COc1ccc(/C=N/NC(=O)COc2cccc3cccnc23)cc1OC
-6.8* | i | N=c1n(CCN2CCCCC2)c2ccccc2n1CC(O)c1cccc(Br)c1 (stereo not given)
-2.5 | i | O=C(Nc1ccc(N=Nc2ccccc2)cc1)c1cccc(Cl)c1
-0.05 | i | OCCNc1nc(Cl)nc(NCc2ccco2)n1
-1.2 | i | COc1ccc(/C=C/c2ccc(=O)n(Cc3ccccc3)n2)cc1
0.61 | i | CCOC(=O)c1sc2ccccc2c1OC(=O)c1ccc(C)cc1
-0.57 | i | O=C(CN1CCN(S(=O)(=O)c2ccc(Br)cc2)CC1)Nc1ccc(F)cc1
1.9 | i | CCN(CC(=O)Nc1ccc2c(c1)OCCO2)C(=O)/C=C/c1cccc(Br)c1
-2.3 | i | COc1ccc(-c2cc(=O)oc3cc(OC(C)C(=O)O)ccc23)cc1 (stereo not given)
-0.11 | i | O=C(CCc1ccccc1)NC(=S)Nc1cccc(C(=O)O)c1
1.5 | i | CCCOc1ccc(N2C(=O)CC(N(Cc3ccccc3)N=O)C2=O)cc1 (stereo not given)
-1.8 | i | Cc1nn(C)c(C)c1S(=O)(=O)N(CC(=O)NCc1ccco1)c1ccc(C(C)C)cc1
-0.93 | i | CCn1c(Cn2nnc(-c3ccccc3)n2)nnc1SCC(=O)Nc1ccc(N(C)C)cc1
2.1 | i | CC(C)COC(=O)n1ccc(C(=O)N2CCCCC2)n1
-1.8 | i | CCc1nc(C)ccc1OC(=O)C12CC3CC(CC(C3)C1)C2
-0.6 | i | CCN(CC)C(=O)Cn1cc(C(=O)C2CC2)c2ccccc21
-11 | i | CC(C)c1ccccc1NC(=O)CNCCOc1ccccc1F
-1.2 | i | COc1ccc(S(=O)(=O)Nc2cc3c4c(c2)CCC(=O)N4CCC3)cc1
-0.74 | i | CCOC(=O)c1sc(=S)n(C)c1NC(=O)c1ccccc1
0.36 | i | CC(=O)Nc1nc2ccc(C(=O)NC3CCCCC3)cc2s1
0.33 | i | CC(C)c1ccc(NS(=O)(=O)c2ccc3c(c2)NC(=O)CO3)cc1
0.79 | i | CC(C)OP(=O)(OC(C)C)C(O)c1cccc([N+](=O)[O-])c1 (stereo not given)
-0.85 | i | NNC(=S)NCc1ccccc1
0.12 | i | Cc1ccc(C(=O)Oc2ccc(/C=C3\C(=N)N4N=C(N5CCOCC5)SC4=NC3=O)cc2)cc1
-0.58 | i | Cc1[nH]nc2c1C(=O)CCC2
2.5 | i | N#C/C(=C\c1cc2c(cc1Br)OCO2)C(=O)NCC1CCCO1 (stereo not given)
0.81 | i | Cc1cc(CNC(=O)C2(C(F)(F)F)CC(CCCO)CCCO2)nn1C (stereo not given)
-0.31 | i | COc1cccc(/C=N/NC(=O)c2[nH]nc3c2CCc2ccccc2-3)c1
0.95 | i | CSc1ccc(CNc2ncc(-c3cccc([N+](=O)[O-])c3)n2C)cc1

Reformatted comma-delimited: entries from further up.
Compound,Kir21 block,CHT inh
Cc1[nH]nc2c1C(=O)CCC2,-0.58,i
N#C/C(=C\c1cc2c(cc1Br)OCO2)C(=O)NCC1CCCO1 (stereo not given),2.5,i

Carrying on.
Kir21 block | CHT inh | SMILES
-1.9 | i | COc1ccc(S(=O)(=O)NCCSC(C)(C)C)c(Cl)c1Cl
-0.03 | i | O=C(CCN1CCOCC1)Nc1ccc(F)cc1
0.89 | i | CC(=O)c1ccc(NC(=O)CSc2nc(Nc3ccccc3)nc(N3CCOCC3)n2)cc1
1.1 | i | CC(C)c1ccc(/C=C/c2[nH]c(=O)[nH]c(=O)c2[N+](=O)[O-])cc1
2 | i | C=CCc1ccc(OCC(O)CN2CCN(c3ccccc3)CC2)c(OC)c1 (stereo not given)
-0.08 | i | Cc1ccc(C(=O)O)cc1NS(=O)(=O)c1ccc2ccccc2c1
-0.62 | i | O=C(NCCS(=O)(=O)N1CCCCCC1)c1ccccc1
-0.06 | i | Cc1nc2sc(C(c3ccco3)N3CCC4(CC3)OCCO4)c(O)n2n1 (stereo not given)
0.94 | i | COC(=O)C1CCN(CC(=O)Nc2sc3c(c2C#N)CCC3)CC1
0.42 | i | COC(=O)COc1c(/C=C\c2nc(O)c([N+](=O)[O-])c(=O)[nH]2)cccc1OC
0.27 | i | O=C(NNC(=O)c1ccccc1O)c1ccc(Cl)c(S(=O)(=O)N2CCc3ccccc32)c1
-0.56 | i | O=C(C1=NN[C@@H]2C(=O)N(Cc3ccccc3)C(=O)[C@H]12)c1ccc([N+](=O)[O-])cc1
-0.95 | i | c1ccc(OCCCn2ccnc2)cc1
-0.04 | i | COCC(C)NC(=O)c1ccc(Cl)c(Cl)c1 (stereo not given)
-0.15 | i | Cc1ccccc1NC(=O)c1cc[n+]([O-])cc1
1.1 | i | Cc1cc(C(=O)NNC(=S)NCC(C)C)no1
-0.23 | i | CC1CCCCN1CCCNC(=O)c1ccc(NC(=O)C2=CSCCO2)cc1 (stereo not given)
0.9 | i | Cc1ccc(Nc2cc(C)nc(-c3ccccc3O)n2)cc1
-0.87 | i | CCCNC(=O)c1ccc2c(=O)n3c(-c4ccc(C)cc4)csc3nc2c1
0.73 | i | O=C(O)CCCN1C(=O)/C(=C\C(Cl)=C\c2ccccc2)SC1=S
-3 | i | CCOc1cc(/C=N/Nc2nn3cnnc3c3ccccc23)ccc1O
-1.9 | i | Cc1ccccc1NC(=O)CN1CCOCC1
-1.5 | i | O=C(OCC(=O)N1CCCC1)c1ccc(S(=O)(=O)N2CCOCC2)cc1
0.88 | i | O=C(NC1CCCC1)C(c1ccncc1)N(C(=O)Cc1cccs1)c1ccc(F)cc1 (stereo not given)
-1.4 | i | CCOc1cc2[nH]c(=S)n(CCCC(=O)NCc3ccccn3)c(=O)c2cc1OCC
-1.1 | i | NS(=O)(=O)c1ccc(CNS(=O)(=O)c2cc(Cl)ccc2Cl)cc1
0.53 | i | CN1CC(=O)Nc2ccccc2C1=O
0.01 | i | Cc1ccc(NC(=S)NCc2ccc(F)cc2)cc1
-0.04 | i | COc1ccccc1CCC(=O)OCC(=O)Nc1c(C)nn(-c2ccccc2)c1C
0.52 | i | COc1ccc(C2=NOC(C(=O)Nc3ccc4c(c3)OCCO4)C2)c(OC)c1 (stereo not given)
-1.7 | i | CC(C)n1cc(NC(=O)COc2ccccc2Cl)cn1
-0.19 | i | Cc1cccn2c(=O)c3cc(C(=O)N4CCCCC4)sc3nc12
-1.1 | i | Cc1ccc2nc(SCCC(=O)O)cc(C)c2c1
-0.79 | i | CCN(CC)C(=O)c1[nH]cnc1C(=O)NCC(=O)OCc1ccccc1
-0.02 | -9.3* | CC1CCN(CCc2nc3cc(NS(=O)(=O)c4ccccc4)ccc3n2C)CC1
